From PubChem BioAssay
Bcl-xL primary = Bcl-xL (human) inhibition. inhibition, % at 10.9 µM. GST-Bcl-xL / FITC-Bim BH3 peptide fluorescence polarization. AID 2129. 320,000 tested, 0.7% active. Q07817;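 active means inhibition above the mean of all tested compounds plus 3 SD, cutoff set per campaign, cut at about 30% in these data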;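 further: 0% = DMSO wells and 100% = unlabeled Bim-BH3 peptide competitor; inhibitors lower millipolarization by displacing the labeled peptide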
Target sequence (Q07817 whole entry, looked up): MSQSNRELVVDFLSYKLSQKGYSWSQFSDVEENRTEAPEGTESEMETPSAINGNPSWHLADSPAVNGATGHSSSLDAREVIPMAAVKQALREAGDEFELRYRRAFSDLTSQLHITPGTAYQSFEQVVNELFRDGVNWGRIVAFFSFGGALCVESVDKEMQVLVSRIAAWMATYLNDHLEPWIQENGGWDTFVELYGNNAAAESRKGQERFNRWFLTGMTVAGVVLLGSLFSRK
MCL1 BIM primary = MCL1-BIM-BH3 interaction inhibition (human). 320,000 tested, 0.68% active. Q07820. inhibition, % at 10.9 µM. GST-MCL1 / FITC-Bim-BH3 fluorescence polarization. AID 2057;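 active means inhibition above the mean inhibition of all tested compounds plus 3 SD, set per campaign, cut at about 40% in these data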;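 further: 0% = DMSO wells and 100% = unlabeled Bim-BH3 peptide control; higher means more loss of mP so more displacement of Bim peptide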
pPAFAH FP inh = inhibitors of human plasma PAF acetylhydrolase (pPAFAH). Q13093. recombinant pPAFAH, FP-rhodamine probe fluorescence polarization. inhibition, % at 3.39 µM. 330,000 tested, 1.5% active. AID 463082;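 active means inhibition above the mean inhibition across the screen plus 3 SD, cut at about 25% in these data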;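 further: inhibitors block binding of the rhodamine activity-based probe so polarization drops; 0% = enzyme with DMSO and 100% = wells lacking pPAFAH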
Target sequence (Q13093 whole entry, looked up): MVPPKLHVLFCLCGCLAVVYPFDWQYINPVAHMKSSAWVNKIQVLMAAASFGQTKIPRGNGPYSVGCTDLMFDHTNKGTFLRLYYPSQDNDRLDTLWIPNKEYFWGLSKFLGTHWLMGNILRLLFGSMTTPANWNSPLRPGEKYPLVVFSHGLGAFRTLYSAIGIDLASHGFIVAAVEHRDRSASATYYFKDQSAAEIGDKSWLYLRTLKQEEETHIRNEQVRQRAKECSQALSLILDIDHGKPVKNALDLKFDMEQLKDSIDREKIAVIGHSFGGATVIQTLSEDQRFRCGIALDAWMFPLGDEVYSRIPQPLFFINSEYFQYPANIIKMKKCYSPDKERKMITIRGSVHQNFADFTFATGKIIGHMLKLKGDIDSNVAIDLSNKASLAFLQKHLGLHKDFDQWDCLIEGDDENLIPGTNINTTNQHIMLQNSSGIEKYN
MEX-5 binding = C. elegans MEX-5 TCR-2 RNA binding activity; activity score (negative = inhibition of binding), % at 10 µM; MEX-5/FITC-TCR2 RNA binding, fluorescence polarization; active compounds read low; Q9XUB2; 300,000 tested, 0.38% active;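 active means inhibition past about -25% in most replicates, and total fluorescence under double the plate's negative control median, limit read from the data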;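 further: 0% = DMSO and -100% = 5 µM competing unlabeled TCR2 RNA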
PAFAH1B2 FP inh = inhibitors of human PAFAH1B2; inhibition, % at 3.39 µM; AID 492953; 340,000 tested, 1.2% active; recombinant PAFAH1B2, FP-rhodamine activity probe, fluorescence polarization;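 active means inhibition above the mean of all tested compounds plus 3 SD, cut at about 24% in these data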;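 further: 0% = enzyme with DMSO and 100% = wells lacking PAFAH1B2; many of its hits are not listed in these tables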
Target sequence (P68402 whole entry, looked up): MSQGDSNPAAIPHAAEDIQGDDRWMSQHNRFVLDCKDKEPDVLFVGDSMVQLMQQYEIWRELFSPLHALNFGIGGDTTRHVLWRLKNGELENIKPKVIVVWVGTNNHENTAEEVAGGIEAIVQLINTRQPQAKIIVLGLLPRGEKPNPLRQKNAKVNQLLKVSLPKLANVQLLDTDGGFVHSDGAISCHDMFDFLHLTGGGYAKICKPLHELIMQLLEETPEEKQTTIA
AHR activator = activates the human aryl hydrocarbon receptor; AHR-responsive luciferase reporter cells, luminescence; activation, % at 5 µM; AID 2796; 320,000 tested, 2.5% active; in the data active means activation above about 47%;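 further: 0% = vehicle wells and 100% = reference agonist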
GLD-1 TGE inh = GLD-1-TGE RNA interaction inhibition (C. elegans); Q17339; purified GLD-1 + fluorescein TGE RNA, fluorescence polarization; inhibition, % at 5.96 µM; 320,000 tested, 0.44% active;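 active means percent inhibition above a per-plate cutoff, the plate mean of test compounds plus 3 SD, cut at about 30% in these data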;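 further: 0% = DMSO wells with GLD-1 and probe and 100% = wells lacking GLD-1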
PME-1 primary = blocks human protein phosphatase methylesterase 1 | Q9Y570 | inhibition, % at 5.9 µM | recombinant PME-1, FP-Rh probe fluorescence polarization | 320,000 tested, 0.53% active | AID 2130;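 active means inhibition above the campaign mean of all compounds plus 3 SD, cut at about 26% in these data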;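 further: competitive labeling of PME-1 active site by serine hydrolase directed probe; 0% = PME-1 with DMSO and 100% = wells lacking PME-1 enzyme; inhibitors block probe labeling so polarization falls and inhibition rises; many of its hits are not listed in these tables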
Fam108B inh = counter-screen for RBBP9 inhibitors: inhibitors of mouse Fam108B | inhibition, % at 9.51 µM | recombinant Fam108B, FP-Rh probe fluorescence polarization | 300,000 tested, 0.33% active;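 active means inhibition above the screen mean inhibition plus 3 SD, computed separately per campaign, cut at about 18% in these data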;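 further: inhibitors lower polarization as less probe binds the enzyme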
* hit, by the source's call; nt = no result given.

SMILES	Bcl-xL primary	MCL1 BIM primary	pPAFAH FP inh	MEX-5 binding	PAFAH1B2 FP inh	AHR activator	GLD-1 TGE inh	PME-1 primary	Fam108B inh
CCN(CC)CC#CCC1(O)c2ccccc2-c2ccccc21	-3	-4	3	0.4	1	-1	3	7	4
CCNc1nc(NC(C)(C)C)nc(Oc2ccc(=O)n(-c3ccccc3)n2)n1	6	14	-3	-1.4	8	2	6	2	3
O=C(CSc1n[nH]c(-c2cccnc2)n1)Nc1ccc(Cl)cc1	2	-1	0	-3.3	5	14	1	5	-1
O=C1CCCN1CC(=O)N1CCCC(N2CCN(c3cccc(Cl)c3)CC2)C1 (stereo unspecified)	5	5	-3	-0.9	3	1	3	1	3
COc1ccccc1N1CCN(/N=C/c2ccc(O)cc2O)CC1	2	-8	4	0.5	7	0	2	3	-1
COc1ccc(-c2nc3nc(C)c(Cc4ccccc4)c(=O)n3[nH]2)cc1	8	7	5	-4.1	5	11	-4	-3	4
Cc1cccc(NCc2ccccc2)c1	1	-10	1	1.1	4	1	5	5	-2
O=C(C1CCCN1S(=O)(=O)c1cccc2cccnc12)N1CCN(c2ccccc2)CC1 (stereo unspecified)	0	-8	-7	-3.2	-4	3	3	-3	1
Cc1cc(OCC(=O)NC2CCN(C)CC2)ccc1[N+](=O)[O-]	5	2	0	2.2	0	1	8	2	5
CC1(C(=O)NNC(=O)c2cccc([N+](=O)[O-])c2)CC1(Br)Br (stereo unspecified)	4	-1	3	-1.0	-3	26	-8	-5	3
Cc1ccc(S(=O)(=O)NCCC(=O)N2CCN(Cc3ccccc3)CC2)cc1	3	-4	6	1.4	-2	1	0	0	0
CC(=O)Nc1cccc2c1C(=O)N(c1ccc(C)cc1)C2=O	16	14	-7	-2.7	4	99*	15	1	-4
O=C(Nc1ccc(F)cc1)c1cc2ccccc2o1	-4	-7	-4	3.4	1	72*	2	-5	-4
COc1ccc2oc(C(=O)Nc3ccccc3N3CCOCC3)c(C)c2c1	-13	-15	-5	-2.6	-1	34	1	-11	-5
O=C(Nc1ccccc1N1CCOCC1)c1csc2c1CCCC2	1	11	1	1.0	1	8	-1	2	2
CC(C)CN1C(=O)C(=O)N(CC(=O)Nc2cc(Cl)ccc2Oc2ccccc2)C1=O	5	1	12	1.9	5	1	0	0	0
COc1ccc(-c2noc(CNS(=O)(=O)c3ccc(NC(C)=O)cc3)n2)cc1	-2	3	-2	1.6	-3	2	-5	-2	3
Cn1nccc1C(=O)N1CCOCC1	-2	-6	1	0.9	-2	5	2	8	6
CCN(CC(=O)NCc1ccc(Cl)cc1)C(=O)Cc1ccc(OC)cc1	-1	5	-2	-4.2	3	1	-4	4	-2
O=C(OCCCCOC(=O)c1ccccc1)c1ccccc1	2	4	-2	4.0	4	-1	3	-3	-4
c1cc2c(cnc3cscc32)s1	1	0	-2	1.7	5	16	2	4	5
Cc1c(NC(=O)C(C)OC(=O)CC2CC3CCC2C3)c(=O)n(-c2ccccc2)n1C (stereo unspecified)	3	-4	6	1.0	3	-1	6	0	2
CCCn1nnc(NC(=O)COc2ccc(C3CCCCC3)cc2)n1	1	-5	7	-0.3	2	-4	0	0	0
N#CC1=C(N)OC2=C(C(=O)CCC2)C1C1CC=CCC1 (stereo unspecified)	6	1	4	-0.8	7	-1	10	-3	3
CN(c1ncnc(N)c1[N+](=O)[O-])C1CCS(=O)(=O)C1 (stereo unspecified)	-2	-3	5	2.9	2	-1	-2	-1	-1
CSc1nnc(C(C)(C)C)c(=O)n1/N=C/c1ccc(Cl)cc1	-2	1	2	1.0	5	-4	4	-3	2
CNC(=O)CCCCCNS(=O)(=O)c1ccc(C)cc1	4	3	3	-3.6	6	3	8	-6	0
Oc1ccc2ccccc2c1C=NCc1ccccc1	6	8	0	-1.4	2	56*	-3	11	10
Cc1ccccc1NC(=O)C1C2CCC(O2)C1C(=O)O (stereo unspecified)	-2	1	0	-1.6	9	-1	-4	3	-2
CCc1cc(C(=O)N(CC(C)C)c2c(N)n(Cc3ccccc3)c(=O)[nH]c2=O)sc1C	-8	0	3	4.1	8	1	3	2	-2

Nothing new here: 14 of the compounds above.
SMILES	Bcl-xL primary	MCL1 BIM primary	pPAFAH FP inh	MEX-5 binding	PAFAH1B2 FP inh	AHR activator	GLD-1 TGE inh	PME-1 primary	Fam108B inh
COc1ccc2oc(C(=O)Nc3ccccc3N3CCOCC3)c(C)c2c1	-13	-15	-5	-2.6	-1	34	1	-11	-5
O=C(Nc1ccccc1N1CCOCC1)c1csc2c1CCCC2	1	11	1	1.0	1	8	-1	2	2
CC(C)CN1C(=O)C(=O)N(CC(=O)Nc2cc(Cl)ccc2Oc2ccccc2)C1=O	5	1	12	1.9	5	1	0	0	0
COc1ccc(-c2noc(CNS(=O)(=O)c3ccc(NC(C)=O)cc3)n2)cc1	-2	3	-2	1.6	-3	2	-5	-2	3
Cn1nccc1C(=O)N1CCOCC1	-2	-6	1	0.9	-2	5	2	8	6
CCN(CC(=O)NCc1ccc(Cl)cc1)C(=O)Cc1ccc(OC)cc1	-1	5	-2	-4.2	3	1	-4	4	-2
O=C(OCCCCOC(=O)c1ccccc1)c1ccccc1	2	4	-2	4.0	4	-1	3	-3	-4
c1cc2c(cnc3cscc32)s1	1	0	-2	1.7	5	16	2	4	5
Cc1c(NC(=O)C(C)OC(=O)CC2CC3CCC2C3)c(=O)n(-c2ccccc2)n1C (stereo unspecified)	3	-4	6	1.0	3	-1	6	0	2
CCCn1nnc(NC(=O)COc2ccc(C3CCCCC3)cc2)n1	1	-5	7	-0.3	2	-4	0	0	0
N#CC1=C(N)OC2=C(C(=O)CCC2)C1C1CC=CCC1 (stereo unspecified)	6	1	4	-0.8	7	-1	10	-3	3
CN(c1ncnc(N)c1[N+](=O)[O-])C1CCS(=O)(=O)C1 (stereo unspecified)	-2	-3	5	2.9	2	-1	-2	-1	-1
CSc1nnc(C(C)(C)C)c(=O)n1/N=C/c1ccc(Cl)cc1	-2	1	2	1.0	5	-4	4	-3	2
CNC(=O)CCCCCNS(=O)(=O)c1ccc(C)cc1	4	3	3	-3.6	6	3	8	-6	0

Continuation:
SMILES	Bcl-xL primary	MCL1 BIM primary	pPAFAH FP inh	MEX-5 binding	PAFAH1B2 FP inh	AHR activator	GLD-1 TGE inh	PME-1 primary	Fam108B inh
O=C(O)COCC(=O)Nc1ccccc1-c1ccccc1	2	-1	3	-0.7	3	1	-4	0	-1
CC(OC(=O)CCC(=O)c1ccc(Cl)s1)C(=O)NC1(C#N)CCCCC1 (stereo unspecified)	0	3	4	nt	-5	5	5	-6	nt
CCOC(=O)[C@H]1[C@H]2COc3ccc(OC)cc3[C@@H]2N2C(=O)CN(Cc3ccc(OC)cc3)C(=O)[C@@]12C	-3	-1	3	nt	3	3	3	-2	nt
COc1ccc(S(=O)(=O)Nc2cc(C)cc(C)n2)c2ccccc12	2	4	-6	3.1	-1	2	-7	14	-2
CCN(CC)S(=O)(=O)c1ccc(Cl)c(C(=O)NC2CCN(Cc3ccccc3)CC2)c1	-1	-3	4	-0.4	2	-1	4	6	-1
Cc1ccc(-n2c(=O)cc(N3CCN(C(=O)c4ccco4)CC3)[nH]c2=O)cc1	1	-8	8	3.6	1	-1	1	-4	3
COc1ccc(NC(=O)c2ccc(NC(=O)c3cccs3)cc2)cc1	2	1	-2	-6.4	-3	-1	-5	0	1
CCn1c(CNC(=O)c2ccco2)nnc1SCC(=O)Nc1cccc(F)c1	5	8	-3	2.6	1	-1	1	4	1
COC(=O)c1ccc(CN2C(=O)NC3(CCCc4ccccc43)C2=O)o1 (stereo unspecified)	0	0	7	-3.8	0	3	-6	0	-1
C=C(C)c1cc2c(ccc3ccc(=O)oc32)o1	nt	nt	-2	nt	2	1	12	nt	nt
C[C@H](NC(=O)c1ccco1)C(=O)Nc1nnc(SCc2ccccc2)s1	nt	nt	4	nt	10	-2	5	nt	nt
CC(Cc1ccccc1)NC(=O)C1CCCNC1=O (stereo unspecified)	-1	4	13	-1.5	2	0	4	-1	-6
COc1ccc(S(=O)(=O)n2nc(OC(C)=O)cc2N(C(C)=O)C(C)=O)cc1	3	-1	0	4.0	2	0	5	0	3
CCCCc1c(O)nc(SCC(=O)N2CCCCCC2)[nH]c1=O	4	6	-3	-0.2	8	1	0	-6	-2
O=S(=O)(c1cccc(Br)c1)N1CCN(CCc2ccccc2)CC1	1	3	3	-1.3	3	0	2	1	8
O=C(Nc1cc2c(cc1Br)OCCO2)c1cccs1	0	5	3	-0.4	4	-1	4	6	5
N#C/C(C(=O)NCc1ccco1)=C1/SC=C(c2ccccc2)N1c1ccccc1	-3	1	1	-0.4	4	7	-7	3	2
Nc1ncnc2c1ncn2C1OC(CO)C(O)C1O (stereo unspecified)	8	7	3	0.7	-2	1	3	1	-4
Cc1ccc(C(=O)NNC(=O)Cn2ccc(C(F)(F)F)n2)o1	5	5	0	-1.9	-1	1	3	-5	0
CC(=O)Nc1cccc(NC(=O)c2cccc(-c3ccc(O)cc3)c2)c1	2	4	-4	-2.1	4	13	-1	-11	-8
O=C(OCc1ccc(O)cc1)c1c(-c2ccsc2)oc2ccc(N3CCOCC3)cc12	4	3	9	0.7	0	22	8	15	0
COn1c(-c2ccc(Cl)cc2Cl)nc2ncccc21	1	8	4	2.8	nt	3	2	5	0
O=C(N/N=C\c1cccnc1)c1cc(-c2ccccc2)nc2c(Cl)cccc12	-1	6	-1	2.2	-7	34	3	-13	-15
Cc1nn(-c2nnc(NCc3ccccc3)nn2)c(C)c1Br	-2	3	0	1.3	8	17	5	5	0
Cc1ccc2nc(N3CCN(c4ccccc4)CC3)c(C=O)c(=O)n2c1	5	11	-5	-1.1	-1	11	2	-3	1
Cc1cc(S(=O)(=O)Nc2c(C)nn(C)c2C)c(Cl)cc1Cl	2	-3	3	nt	0	2	4	2	-6
O=C(NC1CCCC1)c1ccc(Br)o1	3	4	-3	-0.4	-4	2	-14	-8	5
N=c1c2c3c(sc2nc2n1CCCCC2)CCCCC3	6	5	2	nt	5	16	-1	2	1
c1ccc(CC2CCN(Cc3ccccn3)CC2)cc1	1	8	-2	0.6	3	0	2	-1	-1

The list is partial; rates above refer to the full screens.
